High-throughput results deposited in PubChem BioAssay by Broad Institute.
ERAP1 inh: human ERAP1 aminopeptidase inhibitors, primary screen, biochemical, single point, plate reader; inhibition, % at 10.7 µM; Endoplasmic reticulum aminopeptidase 1 (Homo sapiens), Q9NZ08; AID 652197, 2013; 0.15% of 340,000 active; recombinant ERAP1, Leu-AMC fluorescence, 60 min;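 active = mean replicate inhibition of at least 30%, or all replicates individually reaching that 30% level; inactive = mean below 30% and not every replicate reaching it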;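 note: 0% = neutral control wells and 100% = L-leucinethiol positive control wells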
SIRT5 inh: SIRT5 desuccinylase inhibitors, primary screen, biochemical, fluorescence imaging, single point, set 5. NAD-dependent protein deacylase sirtuin-5, mitochondrial (Homo sapiens), Q9NXA8. Purified SirT5, succinyl-peptide AMC, trypsin-coupled fluorescence. inhibition, % at 15 µM. 1.1% of 330,000 active; in the data active = inhibition above about 15%; inconclusive = no clear call, values can overlap the other calls
Target sequence (Q9NXA8 whole entry, looked up): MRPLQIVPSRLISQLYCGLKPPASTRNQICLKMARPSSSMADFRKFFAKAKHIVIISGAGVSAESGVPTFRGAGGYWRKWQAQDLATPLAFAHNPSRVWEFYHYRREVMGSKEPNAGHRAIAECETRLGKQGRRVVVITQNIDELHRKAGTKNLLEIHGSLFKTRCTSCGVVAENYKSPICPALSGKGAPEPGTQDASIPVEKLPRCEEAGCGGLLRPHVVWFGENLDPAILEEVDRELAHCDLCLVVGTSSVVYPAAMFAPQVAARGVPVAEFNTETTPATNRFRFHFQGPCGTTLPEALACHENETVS
miR122 inh: miR-122 Renilla sensor signal increase in Huh7, primary screen, miR-122 inhibitor project, cell-based, single point, plate reader. Huh7 miR-122 Renilla luciferase sensor, 48 h; neutral wells = 0, positive control = 100. activation (reporter increase), % at 12.5 µM. 0.3% of 340,000 active;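 active = mean replicate activation score at least 90 and every replicate individually at or above 90; inconclusive = only one of the two criteria met; inactive = neither criterion met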;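 note: higher luciferase means less miR-122 activity so hits act as miR-122 inhibitors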
CFTR F508del cor: F508del CFTR correction, initial screen, CFBE line, single point; CFBE cells, YFP halide quenching; stimulated with forskolin plus potentiator P3; % fluorescence drop versus neutral controls; activity (quench increase), % at 7.58 µM; 0.36% of 350,000 active;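 active = mean added fluorescence quench of at least 8% versus neutral control, with both replicates also reaching 8%; inconclusive = only one of the mean or replicate conditions met; inactive = mean below 8% and not both replicates reaching 8%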;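 note: cells transiently co-express mutant CFTR-F508del with the halide-sensitive YFP; corrector assay measuring rescue of mutant channel to the surface after 24 h compound exposure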
CASP6 VEID inh: human caspase-6 inhibitors, primary screen, biochemical, VEID-R110 fluorescence, single point, set 2; P55212; inhibition, % at 12.5 µM; 0.53% of 350,000 active; purified caspase-6, Z-VEID-R110 cleavage fluorescence;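 active = mean inhibition across replicates at least about 35%, with every replicate also reaching that limit, limit read from the data; inconclusive = only one of the two criteria met; inactive = neither criterion met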;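 note: 0% = median of neutral control wells and 100% = no fluorescence left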
Target sequence (P55212 24-179 limits assumed): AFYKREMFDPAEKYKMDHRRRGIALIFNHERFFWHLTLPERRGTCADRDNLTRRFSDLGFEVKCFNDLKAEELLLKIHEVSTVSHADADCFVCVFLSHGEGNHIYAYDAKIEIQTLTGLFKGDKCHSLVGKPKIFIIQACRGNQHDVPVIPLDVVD
Target sequence (P55212 194-293 limits assumed): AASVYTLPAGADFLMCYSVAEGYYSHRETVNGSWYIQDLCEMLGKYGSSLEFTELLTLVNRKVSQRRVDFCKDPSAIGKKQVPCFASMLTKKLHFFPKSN
ERp5 block: inhibitors of ERp5-driven insulin aggregation, primary screen, biochemical, turbidity, absorbance 650 nm, single point. 0.05% of 350,000 active. Protein disulfide-isomerase A6 (Homo sapiens), Q15084. AID 651711, 2012. 90 min. inhibition, % at 9.99 µM;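 active = mean replicate inhibition above about 25%, with every replicate also reaching it, limit read from the data, passing the limit was not always enough; inconclusive = only one of those two criteria met; inactive = neither criterion met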
Target sequence (Q15084 whole entry, looked up): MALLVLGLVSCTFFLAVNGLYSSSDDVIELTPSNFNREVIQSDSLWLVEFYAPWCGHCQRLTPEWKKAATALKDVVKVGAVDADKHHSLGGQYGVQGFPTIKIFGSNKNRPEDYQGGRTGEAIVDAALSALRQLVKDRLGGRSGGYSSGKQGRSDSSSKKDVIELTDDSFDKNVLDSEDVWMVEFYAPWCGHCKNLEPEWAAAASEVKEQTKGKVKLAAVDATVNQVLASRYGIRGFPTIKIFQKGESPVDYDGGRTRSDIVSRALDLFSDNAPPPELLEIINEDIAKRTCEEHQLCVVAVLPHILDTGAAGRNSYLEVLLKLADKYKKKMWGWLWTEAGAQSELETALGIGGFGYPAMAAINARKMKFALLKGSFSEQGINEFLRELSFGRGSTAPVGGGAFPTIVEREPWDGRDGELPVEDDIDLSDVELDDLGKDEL
DENV2 CPE: inhibitors of DENV2 cytopathic effect, primary screen, cell-based, plate reader, single concentration | CPE inhibition, % at 9.99 µM | 1.7% of 350,000 active | DENV2-infected cells, cytopathic effect rescue | AID 651640, 2012; in the data active = CPE inhibition above about 20%, passing the limit was not always enough; inconclusive = no clear call, values can overlap the other calls; tested in BHK-21 cells;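 note: 0% = median of neutral control wells and 100% = median of positive control wells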
Starred values were filed as active, the others as inactive; ? = inconclusive; . = no result given; & = joins results of further samples; [ ] = another dose, or the depositor's remark. Compounds were not picked by outcome; 4% or so of the library scored in one or more.

ERAP1 inh,SIRT5 inh,miR122 inh,CFTR F508del cor,CASP6 VEID inh,ERp5 block,DENV2 CPE,smiles
1,3,2,0.0,-3,-20,-2,O=C(NCCN1CCOCC1)c1ccc(S(=O)(=O)Nc2ccccc2)cc1
-2,-1,10[16.7 µM],-5.2,2,4,-3,C[C@@H]1CN([C@H](C)CO)S(=O)(=O)c2ccc(-c3cccnc3)cc2O[C@H]1CN(C)C(=O)C1CCCCC1
2,-2,-6,-2.8,9,2,8,CC(C)OP(C)(=O)CN1CCN(CP(C)(=O)OC(C)C)CC1 (configuration not stated)
-1,-2,1,-5.3,2,-2,-4,CC(=O)N=c1sc(S(N)(=O)=O)nn1C
-1,-5,.,0.0,0,3,?,CC(C)(C)c1ccc(Cc2n[nH]c(=S)[nH]c2=O)cc1
4,.,3,2.0,-3,-3,-8,COc1ccc(-c2c(-c3cc(OC)cc(OC)c3)n(C)c3ccc(-c4ccc(OC)nc4)cc23)cc1
-2,-1,.,-3.5,4,2,18,O=C(CNC(=O)c1ccco1)OCC(=O)c1ccc(Br)cc1
0,-3,2[16.7 µM],-2.9,3,-5,-4,CC(C)C#Cc1cnc2c(c1)C(=O)N([C@H](C)CO)C[C@@H](C)[C@H](CN(C)C(=O)c1ccccn1)O2
1,2,-6,1.0,5,1,-5,O=C(Cc1cccs1)N(c1ccccc1)C1C=CS(=O)(=O)C1 (configuration not stated)
1,15,0[16.7 µM],5.3,3,-2,-2,COc1ccc(NC(=O)Nc2ccc3c(c2)C(=O)N([C@H](C)CO)C[C@@H](C)[C@H](CN(C)C(=O)Nc2ccc(C(F)(F)F)cc2)O3)cc1
3,1,1,0.8,-3,8,2,O=C(CCN1CCOCC1)N1CCCC(Nc2ccc(F)cc2)C1 (configuration not stated)
0,3,.,-2.0,1,1,12,C=CCNC(=O)[C@H]1[C@@H]2C(=O)O[C@@H](c3ccccc3)[C@@H](c3ccccc3)N2[C@@H](c2ccc(O)cc2)[C@]12C(=O)Nc1ccc(C#Cc3ccc(OC)cc3)cc12

More entries follow.
ERAP1 inh,SIRT5 inh,miR122 inh,CFTR F508del cor,CASP6 VEID inh,ERp5 block,DENV2 CPE,smiles
0,2,19[16.7 µM],.,-1,-2,-1,C[C@H]1CN([C@@H](C)CO)S(=O)(=O)c2ccc(-c3ccccc3)cc2O[C@@H]1CN(C)C(=O)Cc1ccccc1
-3,0,.,3.1,0,15,8,O=C(NCC[C@@H]1CC[C@H](NC(=O)C2CCC2)[C@H](CO)O1)c1cc(Cl)cc(Cl)c1
.,-3,5,0.1,0,9,-1,COc1ccc(CC(=O)NNC(=S)NC(=O)c2cccnc2)cc1
0,0,-2,0.2,-1,-3,10,O=C(O)CC(NS(=O)(=O)Cc1ccccc1)c1cccc([N+](=O)[O-])c1 (configuration not stated)
6,-1,11,-3.0,14,-2,5,COC(=O)c1ccc2nc(-c3ccco3)c(Cc3ccccc3)n2c1
1,4,-4,0.6&-1.5,-3,0,-1,O=C(NCc1nc2ccccc2[nH]1)C1=C[C@H](C2CCCCC2)C[C@H](OCCCCO)O1
.,-11,1,3.2,9,-4,-11,C=CCOc1ccc(C2NC(=S)NC3=C2CCc2ccccc23)cc1 (configuration not stated)
0,3,0,-1.3,5,0,2,CCN(Cc1nc(-c2ccc(OC)cc2)no1)C(=O)c1ccoc1C
2,-1,.,-2.5,-2,-7,4,COc1ccc(OC)c(CCNC(=O)Cn2cccc2C(=O)c2ccccc2)c1
2,0,-4,3.1,1,0,1,COc1ccc(OC)c(NC(=O)Nc2nnc(N3CCCCC3C)s2)c1 (configuration not stated)
0,-3,.,-0.4,-3,-3,3,Cc1onc(-c2ccccc2)c1CNC(=O)Nc1ccc(F)cc1F
-3,-8,0,2.9,-6,-3,6,CCCCN(CCCC)Cc1cc(=O)oc2cc(OC)ccc12

Part of the list above in order of length of the SMILES, lowest first:
ERAP1 inh,SIRT5 inh,miR122 inh,CFTR F508del cor,CASP6 VEID inh,ERp5 block,DENV2 CPE,smiles
-2,-1,.,-3.5,4,2,18,O=C(CNC(=O)c1ccco1)OCC(=O)c1ccc(Br)cc1
6,-1,11,-3.0,14,-2,5,COC(=O)c1ccc2nc(-c3ccco3)c(Cc3ccccc3)n2c1
1,3,2,0.0,-3,-20,-2,O=C(NCCN1CCOCC1)c1ccc(S(=O)(=O)Nc2ccccc2)cc1
2,-1,.,-2.5,-2,-7,4,COc1ccc(OC)c(CCNC(=O)Cn2cccc2C(=O)c2ccccc2)c1
0,0,-2,0.2,-1,-3,10,O=C(O)CC(NS(=O)(=O)Cc1ccccc1)c1cccc([N+](=O)[O-])c1 (configuration not stated)
4,.,3,2.0,-3,-3,-8,COc1ccc(-c2c(-c3cc(OC)cc(OC)c3)n(C)c3ccc(-c4ccc(OC)nc4)cc23)cc1
0,-3,2[16.7 µM],-2.9,3,-5,-4,CC(C)C#Cc1cnc2c(c1)C(=O)N([C@H](C)CO)C[C@@H](C)[C@H](CN(C)C(=O)c1ccccn1)O2
0,2,19[16.7 µM],.,-1,-2,-1,C[C@H]1CN([C@@H](C)CO)S(=O)(=O)c2ccc(-c3ccccc3)cc2O[C@@H]1CN(C)C(=O)Cc1ccccc1
1,15,0[16.7 µM],5.3,3,-2,-2,COc1ccc(NC(=O)Nc2ccc3c(c2)C(=O)N([C@H](C)CO)C[C@@H](C)[C@H](CN(C)C(=O)Nc2ccc(C(F)(F)F)cc2)O3)cc1
0,3,.,-2.0,1,1,12,C=CCNC(=O)[C@H]1[C@@H]2C(=O)O[C@@H](c3ccccc3)[C@@H](c3ccccc3)N2[C@@H](c2ccc(O)cc2)[C@]12C(=O)Nc1ccc(C#Cc3ccc(OC)cc3)cc12

Next part
ERAP1 inh,SIRT5 inh,miR122 inh,CFTR F508del cor,CASP6 VEID inh,ERp5 block,DENV2 CPE,smiles
-6,-1,-4[16.7 µM],-2.1,-1,-2,-10,C[C@H]1CN([C@@H](C)CO)C(=O)CCCn2cc(nn2)CO[C@H]1CN(C)Cc1cccc(C(=O)O)c1
0,5,-6[16.7 µM],-0.4,5,-1,5,Cc1noc(C)c1NC(=O)N(C)C[C@@H]1Oc2ccc(NS(=O)(=O)c3cn(C)cn3)cc2CC(=O)N([C@@H](C)CO)C[C@H]1C
2,.,1,-0.3,-1,-10,-3,O=C(NCC1CC1)c1onc(CSc2nc3ccccc3[nH]2)c1C(=O)NCC1CC1
-4,9,.,3.2,-5,2,-2,COc1cccc2cc(C(=O)N(Cc3cccs3)CC3CCCO3)c(=O)oc12 (configuration not stated)
-6,-3,4,2.9,0,4,-9,Cc1ccc(S(=O)(=O)N2CCOCC2)cc1C(=O)Nc1cccc(C(=O)NC2CC2)c1
-2,1,.,1.2,3,0,13,COc1ccc(C(=O)N2CCC(CCC(=O)Nc3cccc(C)c3)CC2)cc1
0,1,?,-0.6,-3,-2,-8,CCCNC(=O)NC[C@@H]1[C@@H](c2ccc(C3=CCCCC3)cc2)[C@H](CO)N1C(C)=O
0,-1,.,.,-3,-5,-3,CO[C@@H]1CC[C@H]2CCN(C)C(=O)C[C@H](c3ccccc3)CN(C)C(=O)c3cccc(C#N)c3OC[C@H]1O2
-2,7,.,-0.9,-2,3,-5,COC(=O)C1C(c2ccccc2)NC(=O)NC1(O)C(F)(F)Cl (configuration not stated)
1,-3,3[16.7 µM],-0.4,-4,-6,3,C[C@H]1CN([C@@H](C)CO)C(=O)c2cccc(NS(=O)(=O)c3cn(C)cn3)c2O[C@@H]1CN(C)CC1CC1
-1,1,3,3.0,2,3,-1,C/C(CS(=O)(=O)c1ccc(Cl)cc1)=N/NC(N)=S
22,-3,-8,-0.7,1,3,-5,O=C(NCc1ccccn1)c1cc(-c2ccc(-c3ccccc3)cc2)nc2ccccc12

(listing goes on)
ERAP1 inh,SIRT5 inh,miR122 inh,CFTR F508del cor,CASP6 VEID inh,ERp5 block,DENV2 CPE,smiles
0,-3,.,-1.8,0,-10,.,CN(CC1COc2ccccc2O1)C(=O)c1ccc(N(C)C)cc1 (configuration not stated)
-6,1,.,-1.3,5,0,-9,O=C(CN1CC[n+]2c(-c3cccs3)csc21)c1ccc(-c2ccccc2)cc1
-3,-2,-7,-0.3,-2,-6,2,CNC(=O)COc1ccc(S(=O)(=O)N2CCCC2)cc1
1,-5,52,1.4,3,0,.,CC(C)c1ccc(OCC(=O)N(Cc2ccccc2)c2ccccn2)cc1
4,0,2,5.4,4,-2,3,COc1ccc(S(=O)(=O)N2CCC(C(=O)NC3(C)CCS(=O)(=O)C3)CC2)cc1OC (configuration not stated)
-2,-1,4[16.7 µM],0.3,1,7,1,O=C(NCC[C@H]1CC[C@@H](NC(=O)C2CCCCC2)[C@H](CO)O1)Nc1ccc(Cl)cc1
2,-10,.,-2.9,1,8,21*,CC(C)NC(=O)Nc1cccc2c1O[C@H](CN(C)Cc1ccc(C(=O)Nc3ccccc3N)cc1)[C@H](C)CN([C@@H](C)CO)C2=O
.,.,-3,1.0,-4,0,-4,Cc1cccc([C@@H]2[C@@H]3C(=O)N(Cc4ccccc4)C(=O)[C@@H]3[C@]3(Cc4ccc(Cl)cc4)C(=O)N(c4cccc(Cl)c4)C(=O)N23)c1
3,-5,-9,-0.3,-2,4,-4,CCNC(=O)NC(=O)CN(C)c1ccccc1
0,-3,-5,1.0,2,0,-3,CCc1ccccc1N(CC(=O)N1CCN(c2ccc(F)cc2)CC1)S(C)(=O)=O
1,-4,8,2.0,0,-4,-10,CC1Nc2ncnc(N3CCN(c4ccccc4)CC3)c2N(Cc2ccccc2)C1=O (configuration not stated)
1,0,-9,-0.7,3,4,-7,COc1ccc(CC(=O)NNC(=O)COc2ccc(Cl)cc2C)cc1S(=O)(=O)N1CCOCC1

(list continues)
ERAP1 inh,SIRT5 inh,miR122 inh,CFTR F508del cor,CASP6 VEID inh,ERp5 block,DENV2 CPE,smiles
1,6,1[16.7 µM],1.5,-1,3,-2,CNC[C@H]1Oc2ccc(NC(=O)Nc3c(C)noc3C)cc2C(=O)N([C@H](C)CO)C[C@@H]1C
-5,-1,-8[16.7 µM],0.7,1,1,3,O=C(CCN1CCCCC1)N[C@@H]1C=C[C@H](CC(=O)N2CCC(Cc3ccccc3)CC2)O[C@@H]1CO
-3,3,-3,6.1,-1,2,2,CCOC(=O)c1cc(S(=O)(=O)N2CCN(Cc3ccccc3)CC2)cn1C
-1,-8,.,3.2,1,-9,4,CCS(=O)(=O)NCC[C@H]1CC[C@H](NC(=O)C2CCOCC2)[C@@H](CO)O1
0,1,-10,1.0,1,9,-7,CCN(CCC#N)c1ccc(N2C(=O)CCCC2=O)cc1[N+](=O)[O-]
2,-3,3,-9.2,1,5,-1,COc1ccccc1N1CCN(c2ncc(C(=O)N3CCN(c4cccc(Cl)c4)CC3)c3ccccc23)CC1
0,-1,6[16.7 µM],-0.6,1,-8,-9,CN1C(=O)c2cc(NC(=O)Cc3cccs3)ccc2OC[C@H]2O[C@H](CC(=O)NCC3CC3)CC[C@@H]21
